TRHR ag – activates the human TRH receptor | P34981 | TRHR cells, calcium flux fluo-8, FDSS agonist mode | activation, % at 2 µM | 0.18% of 360,000 active; in the data active = activation above about 30%; note: 0% is about no effect
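Agonist-mode FDSS calcium read (Ex 480/Em 530, 1 s cycles) in 1536-well TRHR cells with fluo-8 dye, after 10-cycle baseline and 23 nL compound addition; TRH at EC20 (10 nM final) added afterwards for the enhancer phase.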
PI4K2A inh – blocks human PI4K2A kinase activity; Q9BTU6; purified PI4K2A, ADP-Glo luminescence, 1 h; active compounds read low; activity change, negative = inhibition, % at 76.9 µM; 0.13% of 420,000 active; in the data active = activity change below about -50%; inconclusive = mostly about -30% to -49%;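 note: -100% = wells without enzyme as full effect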
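In this quantitative HTS, ADP production by PI4K2A was quantified luminescently after 1 h at ambient temperature; 100 microM adenosine served as plate-quality control.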
USP1 inh – blocks the human USP1/UAF1 deubiquitinase complex | O94782 | recombinant USP1/UAF1, Ub-Rhodamine cleavage fluorescence | Potency, µM (titrated, usually from 57.1 µM), inactives show at the highest dose activity change, negative = inhibition, usual class: inhibitors | 0.23% of 390,000 active | AID 743255; note: potency is the fitted concentration of half-maximal effect; % is set by controls: 0 for no effect and ±100 for the full control effect; nearly all actives have a fitted effect of over 60% in size; inactives centre near -12
Target sequence (O94782 whole entry, looked up): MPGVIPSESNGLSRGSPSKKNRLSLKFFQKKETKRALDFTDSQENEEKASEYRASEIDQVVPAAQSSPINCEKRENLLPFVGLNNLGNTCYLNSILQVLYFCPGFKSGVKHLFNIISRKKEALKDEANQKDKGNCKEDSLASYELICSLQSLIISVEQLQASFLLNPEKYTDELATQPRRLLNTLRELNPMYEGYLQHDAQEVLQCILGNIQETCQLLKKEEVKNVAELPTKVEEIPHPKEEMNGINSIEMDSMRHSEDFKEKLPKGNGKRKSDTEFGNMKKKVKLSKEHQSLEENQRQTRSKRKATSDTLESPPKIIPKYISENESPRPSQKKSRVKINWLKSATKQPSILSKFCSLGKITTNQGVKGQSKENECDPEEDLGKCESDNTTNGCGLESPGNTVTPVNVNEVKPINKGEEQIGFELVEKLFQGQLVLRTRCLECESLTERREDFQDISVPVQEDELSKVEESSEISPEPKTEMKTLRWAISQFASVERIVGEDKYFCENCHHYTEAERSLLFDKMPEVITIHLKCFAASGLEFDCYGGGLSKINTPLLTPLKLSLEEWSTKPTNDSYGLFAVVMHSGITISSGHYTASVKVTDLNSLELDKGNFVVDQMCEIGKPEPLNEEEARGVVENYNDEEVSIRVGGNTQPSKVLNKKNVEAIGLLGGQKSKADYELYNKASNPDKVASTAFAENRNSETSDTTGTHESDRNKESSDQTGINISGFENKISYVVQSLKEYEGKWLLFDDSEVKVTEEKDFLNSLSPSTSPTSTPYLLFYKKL
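High-throughput fluorogenic screen: 1nM USP1/UAF1 complex, Ub-Rho substrate 150nM final, 50mM HEPES pH 7.8 with 0.5mM EDTA, 0.1 mg/ml BSA, 1mM TCEP and 0.01% Tween-20.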
IDH1 R132H inh – blocks human mutant IDH1 R132H enzyme | IDH1-R132H enzyme, NADPH consumption, diaphorase/resazurin fluorescence | 0.093% of 390,000 active | Potency, µM (highest dose often 76.6 µM), inactives show at the highest dose activity change, negative = inhibition, usual class: inhibitors | O75874; note: potency is the fitted concentration of half-maximal effect; % is set by controls: 0 for no effect and ±100 for the full control effect; nearly all actives have a fitted effect of over 65% in size
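IDH1-R132H (0.5 ug/mL dispensed) in pH 7.5 Tris buffer was preincubated 30 min with compound, then given a substrate mix of 0.016 mM NADPH and 2 mM alpha-KG for 80 min at room temperature; remaining NADPH was read by diaphorase/resazurin fluorescence.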
TRHR PAM – allosteric enhancers of human TRH receptor; TRHR cells, fluo-8 calcium fluorescence, EC20 TRH enhancement; enhancement, % at 2 µM; 0.66% of 360,000 active; in the data active = enhancement above about 30%; note: 0% is about no effect
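TRHR-expressing cells loaded with fluo-8 calcium dye were read kinetically (ex 480/em 530) during compound addition, then stimulated with an EC20 of TRH (10 nM final). Enhancement of the Gq-mediated intracellular calcium response was scored.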
D2 ag – agonists of human D2 dopamine receptor. AID 485358. P14416. HEK293 T-REx D2 cells, calcium flux agonist mode. activation, % at 2 µM. 0.53% of 340,000 active;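 active = activation over 3 SD above normal in the single-dose calcium agonist read, cut at about 30% in these data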; note: 0% is about no effect
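In this primary screen, compounds producing a positive calcium signal within 180 s of addition to tetracycline-induced, force-coupled HEK293 Trex D2 cells are flagged; cells are dye-loaded with a no-wash calcium kit beforehand.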
D2 antag – D2 dopamine receptor (human) antagonism; P14416; HEK293 TREx D2 cells, calcium flux, dopamine EC80; inhibition, % at 10 µM; 2% of 340,000 active; in the data active = inhibition above about 30%; note: 0% is about no effect
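Measurement of antagonist activity uses fluorescent calcium dye in inducible HEK293 T-REx D2 cells: 10 s baseline, compound addition with 180 s read, EC80 dopamine addition with a further 180 s read.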
TrxR1 inh – blocks rat thioredoxin reductase 1; recombinant rTrxR1, NADPH fluorescence consumption, selenite substrate; 1% of 390,000 active; Potency, µM (titrated, usually from 114 µM), for the others: at the highest dose activity change, negative = inhibition, usual class: inhibitors; O89049; AID 588453; note: potency is the fitted concentration of half-maximal effect; % is set by controls: 0 for no effect and ±100 for the full control effect; nearly all actives have a fitted effect of over 65% in size
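Rat TrxR1 (90 nM in the dispensed reagent) was pre-reduced with 400 uM NADPH for 5 min at room temperature, then incubated with compound for 15 min. After 400 uM selenite was added, NADPH fluorescence (Ex 340/Em 450 nm) was followed for 8 min.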
TrxR1 substrate – is turned over as a substrate by rat TrxR1; O89049; purified TrxR1 substrate turnover, NADPH consumption readout; Potency, µM (highest dose often 114 µM), inactives show at the top dose activity change, negative = substrate turnover; 0.01% of 390,000 active; note: potency is the fitted concentration of half-maximal effect; % is set by controls: 0 for no effect and ±100 for the full control effect; nearly all actives have a fitted effect of over 50% in size
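Rat TrxR1, dispensed at 90 nM, was prereduced with 400 uM NADPH (final) for 5 min at ~22 deg C, then incubated with compound 15 min before 400 uM selenite. A first-read NADPH fluorescence drop versus no-compound background flagged substrates.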
An asterisk follows results filed as active; ? = inconclusive; / = not tested or not shown; [ ] = dose if it differs, or a comment. Unless noted, calls come from the whole dose curve; as a rule, active = well fitted inhibition curve with a large enough effect; inconclusive = small, poorly fitted or top-dose-only effect; inactive = no such curve, though single readings can be large or run the other way. Outcome played no part in choosing rows. About 3.9% of those tested had a hit in this group.

SMILES	TRHR ag	PI4K2A inh	USP1 inh	IDH1 R132H inh	TRHR PAM	D2 ag	D2 antag	TrxR1 inh	TrxR1 substrate
N#C/C(=C\c1ccc(N2CCOCC2)o1)C(=O)NC1CCCCC1	26	8	?	-14%	1	/	/	?	-22%
COc1cccc(NC(=O)CCCOc2cc(=O)n(C)c3ccccc23)c1	-0.5	-3	-3%	0%	-2	-0.8	-5	13%	14%
O=C1CCCc2nc3c(cc21)C(O)Oc1c-3ccc2ccccc12 (centres undefined)	0.9	0	-28%	3%	-11	-0.6	-14	31%[57.1 µM]	10%[57.1 µM]
COc1ccc(CNCCCSc2ncccn2)c(OC)c1	0.1	1	-1%	0%	7	-1.2	-8	17%	3%
CCOC(=O)c1c(NC(=O)c2c(C)noc2C)sc2c1CCCCC2	-1.0	-5	-19%	10%	-8	/	/	11%	0%
Cc1nc2ccc(NC(=O)Cc3c(F)cccc3Cl)cc2s1	0.3	0	-4%	11%	-1	2.0	8	12%[57.1 µM]	6%[57.1 µM]
O=C(COC(=O)c1ccccc1)NC1CCCC1	-0.1	1	-16%	-4%	6	-1.1	-26	20%	1%
COc1ccc(CCN(CC(=O)NC(C)(C)C)C(=O)Cn2nnc(-c3ccc(C)o3)n2)cc1OC	-0.2	5	-9%	0%	-5	1.9	-3	5%[57.1 µM]	5%[57.1 µM]
CC1CCCCN1C(=O)C(Cc1ccccc1)N1C(=O)C2CCCCC2C1=O (centres undefined)	-0.1	-5	-15%	5%	6	/	/	3%[57.1 µM]	-23%[57.1 µM]
Cc1nn(C(=O)N(C)C)c(C)c1CN1C(=O)c2ccccc2C1=O	1.1	-8	-17%	-1%	-1	0.6	8	22%	2%
Cc1ccccc1C(=O)N1CCc2cc(-c3nc(NC(=O)Cc4ccc5c(c4)OCO5)sc3C)ccc21	0.1	3	-7%	-10%	11	/	/	33%	0%
COc1ccc([N+](=O)[O-])cc1N(CC(=O)N(C)C)S(C)(=O)=O	0.4	1	-15%	2%	-7	-0.4	-3	21%[57.1 µM]	2%[57.1 µM]
O=[N+]([O-])c1ccccc1N(CC1CO1)S(=O)(=O)c1ccccc1 (centres undefined)	0.1	7	-11%	-8%	7	-0.3	13	-19%[57.1 µM]	0%[57.1 µM]
COc1cc(=O)[nH]c(SC(C)C(=O)Nc2cccc3ccccc23)n1 (centres undefined)	0.0	3	-15%	-5%	7	-0.3	-8	13%	4%
Cn1ncc(C#N)c1NC(=O)C1CC(c2ccc(Cl)cc2)=NO1 (centres undefined)	-0.2	-3	-18%	-1%	7	-0.2	8	-12%	-9%
Cc1ccccc1OCC(=O)Nc1cccc(S(=O)(=O)NC2=NCCCCC2)c1	-0.1	3	-11%	6%	-4	0.0	13	-8%	-3%
O=C(Cn1cc(C(F)(F)F)cc(Cl)c1=O)NCc1ccc(F)cc1	-1.3	-1	-17%	15%	-1	-2.1	-5	11%[57.1 µM]	9%[0.0914 µM]
CCOC(=O)Nc1ccc2c(c1)N(C(=O)CN1CCN(C)CC1)c1ccccc1CC2	0.4	-3	-16%	2%	25	-0.1	5	17%	-1%
CC1CCC(NC(=O)CN2C(=O)C3CC=CCC3C2=O)CC1 (centres undefined)	-0.8	-4	-17%	3%	4	0.2	-1	29%	9%
CCC(=O)Nc1ccc2nn(-c3ccc(F)cc3)nc2c1	1.3	-10	?	-6%	4	1.0	-2	21%	39%[activator]
O=C(NC1CCCc2ccccc21)c1cn2ccccc2n1 (centres undefined)	0.3	2	-20%	13%	6	1.3	5	15%	2%
COc1cccc(-c2nnc(SCN3C(=O)c4ccccc4C3=O)n2C)c1	-0.7	-10	-5%	6%	3	-0.4	-7	7%	1%
Cc1ccc(NC(=O)N2CCN3CCCCC3C2)cc1F (centres undefined)	-0.6	-3	-10%	-2%	-5	-1.5	/	32%	6%
O=C(c1[nH]nc2c1CCc1ccccc1-2)N1CCN(Cc2ccc3c(c2)OCO3)CC1	-0.5	5	-13%	0%	5	0.0	71*	12%	1%
C=CCn1c(=O)/c(=C2/SC(C)=C(C)N2CC)s/c1=C1/C(=O)N(CC)C(=S)N1c1ccccc1	0.9	2	0%	7%	-6	1.4	-18	3%	-3%

Continued, starting with the last four of the part before.
SMILES	TRHR ag	PI4K2A inh	USP1 inh	IDH1 R132H inh	TRHR PAM	D2 ag	D2 antag	TrxR1 inh	TrxR1 substrate
COc1cccc(-c2nnc(SCN3C(=O)c4ccccc4C3=O)n2C)c1	-0.7	-10	-5%	6%	3	-0.4	-7	7%	1%
Cc1ccc(NC(=O)N2CCN3CCCCC3C2)cc1F (centres undefined)	-0.6	-3	-10%	-2%	-5	-1.5	/	32%	6%
O=C(c1[nH]nc2c1CCc1ccccc1-2)N1CCN(Cc2ccc3c(c2)OCO3)CC1	-0.5	5	-13%	0%	5	0.0	71*	12%	1%
C=CCn1c(=O)/c(=C2/SC(C)=C(C)N2CC)s/c1=C1/C(=O)N(CC)C(=S)N1c1ccccc1	0.9	2	0%	7%	-6	1.4	-18	3%	-3%
Oc1ccc2ccccc2c1C=Nc1ccc(N2CCOCC2)cc1	20	-6	?	5%	1	5.9	7	-2%[57.1 µM]	-1%[57.1 µM]
O=C(O)CCN1C(=O)c2ccc(NC(=O)COc3ccccc3)cc2C1=O	0.1	1	-10%	7%	-3	0.2	28	-8%	-8%
N#CC1=C(N)Oc2nc(-c3ccccc3)[nH]c2C1c1cccnc1 (centres undefined)	0.3	-13	0%	3%	4	1.6	1	-13%	-4%[2.29 µM]
COC(=O)c1cccc(NC(=O)Cc2coc3cc(OC)ccc23)c1	-0.1	3	-6%	1%	-5	-0.3	-2	2%	1%
CCOc1ccc(CCNC(=O)CN2C(=O)C(CC)Oc3ccccc32)cc1OCC (centres undefined)	-1.2	7	-21%	-10%	5	/	/	-29%[57.1 µM]	-13%[57.1 µM]
CCOc1cc(C2C3=C(CCCC3=O)NC3=C2C(=O)CCC3)cc(Cl)c1O	-0.3	2	-1%	9%	-6	1.5	-3	-13%	0%
O=C(CN1CCN(S(=O)(=O)c2ccc(Cl)cc2)CC1)NCc1cccs1	-0.6	5	-6%	11%	1	/	/	-12%	-7%
Cc1ccc(NC(=O)c2noc(C(C)C)c2[N+](=O)[O-])cc1	-0.2	0	-15%	3%	-2	-1.0	51*	4%[57.1 µM]	7%[57.1 µM]
CSCCC(NC(=O)c1ccco1)C(=O)N1CCN(C(c2ccccc2)c2ccccc2)CC1 (centres undefined)	-0.4	-3	-5%	-3%	-5	-0.6	34*	9%	-1%
C/C(=N\NC(=O)COc1ccccc1)c1cccs1	1.1	3	-11%	0%	-12	0.4	21	-12%	-6%
COC(=O)c1cc(C(=O)Nc2nc3ccccc3[nH]2)cc([N+](=O)[O-])c1	-0.5	-2	-6%	2%	12	0.1	-23	9%	0%
Cn1c(=O)c2c(nc(Cl)n2CC(=O)N2CCCCC2)n(C)c1=O	0.0	-17	-14%	4%	12	0.1	-7	28%[57.1 µM]	16%[57.1 µM]
O=P(O)(CP(=O)(c1ccccc1)c1ccccc1)c1ccccc1	0.8	-12	-3%	3%	24	2.3	8	-2%[57.1 µM]	3%[57.1 µM]
O=S(=O)(Nc1ccc(-c2cnco2)cc1)c1ccccc1	0.0	-8	-18%	-2%	6	-0.5	7	23%	-1%
CCOC(=O)[C@H]1[C@H]2COc3cc(OC)ccc3[C@@H]2N2C(=O)CN(Cc3ccc(OC)cc3)C(=O)[C@@]12C	-0.3	0	-9%	-3%	0	-1.3	-3	15%	1%
Cn1c(SCn2nnc3ccccc3c2=O)nc2ccccc2c1=O	0.7	/	/	/	2	-1.3	17	/	/
FC(F)(F)c1ccnc(Sc2n[nH]c(C(F)(F)F)n2)c1	-0.2	-3	?	2%	1	-0.3	-13	11%[11.4 µM]	9%[57.1 µM]
Cc1ccc(-n2ncc3c(NCCc4ccccc4)ncnc32)cc1Cl	0.1	0	-30%	-9%	7	-0.1	/	16%[57.1 µM]	-2%[57.1 µM]
Cc1cc(C)n2nc(N)c(N=Nc3ccccc3)c2n1	0.1	-9	-6%	2%	-5	0.8	3	-3%	-5%
COc1ccc2oc(C(=O)c3ccccc3)c(NC(=O)CN3CCN(C)CC3)c2c1	0.6	0	-2%	4%	6	0.0	-3	-3%	2%
CCOC(=O)C1CCN(C(=O)CN(c2ccc(Cl)c(C(F)(F)F)c2)S(C)(=O)=O)CC1	-0.1	5	-1%	1%	9	0.1	-4	4%	-7%
O=C(NCC1CCCO1)c1ccc(S(=O)(=O)N2CCC(c3nc4ccc(Cl)cc4[nH]3)CC2)cc1 (centres undefined)	-0.3	-1	0%	5%	-1	0.7	-12	18%[57.1 µM]	3%
CCC12C(=O)C(CC)(C(c3ccccc3)=C1c1ccccc1)[C@@H]1C(=O)N(c3ccc(C)cc3)C(=O)C12 (some centres undefined)	0.7	0	-18%	1%	-4	0.9	-1	2%	-4%
CCC(CC)C(=O)Nc1ccccc1C(=O)OCc1cc(=O)n2nc(C3CCCCC3)sc2n1	-0.5	-2	-27%	-18%	-3	-1.7	/	14%[57.1 µM]	1%[57.1 µM]
COC(=O)CCCCC1SCC(NC(=O)c2ccccc2)C1OC(C)=O (centres undefined)	0.4	1	-5%	4%	13	-1.0	-6	13%	2%
CC1=C(C(=O)Nc2ccc(C(=O)NC(C)c3ccccc3)cc2)SCCO1 (centres undefined)	0.2	1	-24%	9%	2	-0.6	5	6%	1%
O=C(/C=C/c1cc2ccccc2o1)c1ccccc1O	0.1	15	-12%	-7%	0	-0.9	-4	6%	-5%[0.0914 µM]
Fc1ccc(Nc2nc(SCc3ccccc3Cl)nc3ccccc23)cc1	0.6	3	-24%	14%	-11	1.1	/	10%[57.1 µM]	-3%[57.1 µM]

High-throughput results: PubChem, National Center for Advancing Translational Sciences (NCATS)
